CD40 NFkB inh – CD40 pathway inhibition in BL2 cells; BL2 NF-kB luciferase reporter, CD40L-induced, 4 h; inhibition, % at 10 µM; 83,000 tested, 0.94% active; AID 1053188;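 active = mean inhibition of at least 50% with a set share of replicates also reaching that level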;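 also: 0% = neutral control wells and 100% = IKK inhibitor VII at 50 µM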
An asterisk follows results filed as active; & = joins results of further samples; [ ] = dose if it differs, or a comment. Only part of the results is shown; rates above refer to the full screens.

structure,CD40 NFkB inh
C=CCNc1nc2cc(-c3ccccc3OC)sc2c(=O)n1C,-65
CC(=O)Nc1ccc(NC(=O)COC(=O)c2ccco2)cc1,-7
O=C(COc1ccccc1)N(Cc1cccc(F)c1)C1CCS(=O)(=O)C1 (stereo not drawn),10
CO[C@@H]1CN(C)C(=O)c2cc(NC(=O)c3nc4ccccc4s3)ccc2OC[C@@H](C)N(Cc2cccnc2)C[C@H]1C,0
CC(=O)Nc1ccc(NC(=O)C(C)OC(=O)CCCc2c[nH]c3ccccc23)cc1 (stereo not drawn),-7
CN(C)CCNc1nc(-c2ccco2)c2c(c1C#N)CC(C)(C)OC2,-4
COCC(=O)N1[C@H](CO)[C@@H]2c3ccccc3NC[C@@H]21,-9[25 µM]
COc1ccc(S(=O)(=O)N2CCC3(CC2)OCCN3S(=O)(=O)c2cccs2)cc1OC,-2
COc1ccccc1Oc1ccc(S(=O)(=O)N2CCCC2)cc1,-8
OCCNCCCCOc1ccc(F)cc1,5
O=C(Nc1ccc2c(c1)OCO2)C1CCN(S(=O)(=O)c2cccs2)CC1,-48
CS(=O)(=O)N1CCc2cc(C(=O)O)ccc21,6

Four compounds picked at random from the list so far:
structure,CD40 NFkB inh
COc1ccc(S(=O)(=O)N2CCC3(CC2)OCCN3S(=O)(=O)c2cccs2)cc1OC,-2
CN(C)CCNc1nc(-c2ccco2)c2c(c1C#N)CC(C)(C)OC2,-4
C=CCNc1nc2cc(-c3ccccc3OC)sc2c(=O)n1C,-65
CO[C@@H]1CN(C)C(=O)c2cc(NC(=O)c3nc4ccccc4s3)ccc2OC[C@@H](C)N(Cc2cccnc2)C[C@H]1C,0

(further entries)
structure,CD40 NFkB inh
O=C(Nc1ccc(Cl)cn1)c1cc2c(s1)-c1ccccc1OC2,-66
CC[C@H]1CC=CC[C@H](C)Oc2ccccc2C(=O)N(C)[C@@H](C)C(=O)N1 (mixture of isomers),4[25 µM]
O=C(Cn1cc(C(=O)COc2ccccc2)c2ccccc21)NCc1ccco1,-6
N#Cc1ccc(Cn2c(=O)oc3ccccc32)cc1,1
Cc1noc(C)c1C(=O)N(C)C[C@H]1OCc2ccccc2-c2c(n(C)c3ccccc23)C(=O)N([C@H](C)CO)C[C@H]1C,-9
Cc1cc(C(=O)COC(=O)C2=NNC(=O)CC2)c(C)n1CCc1ccccc1,2
CC(=O)N1[C@@H]2Cn3c(ccc(C4=CCCCC4)c3=O)[C@H]1[C@@H](C(=O)N[C@@H](C)c1ccccc1)[C@@H]2CO,8
COc1ccc(CNCCNC(=O)c2cccs2)cc1OC,-1
Cc1ccc(CN2CCNC(=O)C2CC(=O)NCCCn2nnc3ccccc32)cc1 (stereo not drawn),2
CN(CCC(=O)c1ccccc1)CCC(=O)c1ccccc1,6
C/C=C/c1ccc([C@H]2[C@@H](CO)N(C(=O)NC(C)C)[C@@H]2CNC(C)=O)cc1,-4[25 µM]
Cc1ccc(S(=O)(=O)Nc2ccc3c(c2)C(=O)N(C)[C@H]2CC[C@H](CC(=O)NCCc4ccncc4)O[C@H]2CO3)cc1,2[25 µM]
Cc1csc(=O)n1CCC(=O)OCC(=O)Nc1ccc(F)c(F)c1F,3
CC(=O)N(C)C[C@@H]1Oc2ncccc2C(=O)N(C)C[C@@H]1C,0
CN(Cc1ccccc1)C(=O)CN1C(=O)NC2(CCCC2)C1=O,6
Cc1ccc(C(=O)NCC(=O)Nc2ccc3c(c2)CCC3)cc1,-61
CO[C@H](C(=O)N(C)C[C@H]1OCc2ccccc2-c2ccccc2C(=O)N([C@H](C)CO)C[C@H]1C)c1ccccc1,-10[25 µM]
N#CCOC(=O)c1sccc1-n1cccc1,-25
CCCCn1c(N)c(N(CCOC)C(=O)C(C)Oc2ccc(Cl)cc2)c(=O)[nH]c1=O (stereo not drawn),-1
O=C(C[C@@H]1CC[C@H]2NC[C@@H](O)COC[C@@H]2O1)NCCN1CCCCC1,-11[25 µM]
Cc1ccc(S(=O)(=O)N2CCCCC2)cc1C(=O)OC(C)C(=O)NC1CCCCC1C (stereo not drawn),11
N#C[C@H]1[C@@H](c2ccccc2)[C@H](CO)N1C(=O)c1cccnc1,2
COC(=O)c1cccc(NC(=O)Nc2ccc(Cl)c(Cl)c2)c1,-12
CCc1cc2c(NCC3CCCO3)ncnc2s1 (stereo not drawn),7

4 entries out of the list above, sorted by their value in CD40 NFkB inh, rising.
structure,CD40 NFkB inh
Cc1ccc(C(=O)NCC(=O)Nc2ccc3c(c2)CCC3)cc1,-61
COC(=O)c1cccc(NC(=O)Nc2ccc(Cl)c(Cl)c2)c1,-12
N#C[C@H]1[C@@H](c2ccccc2)[C@H](CO)N1C(=O)c1cccnc1,2
Cc1csc(=O)n1CCC(=O)OCC(=O)Nc1ccc(F)c(F)c1F,3

Additional records
structure,CD40 NFkB inh
COCCOC(=O)c1c(C)oc2ccc(OS(C)(=O)=O)cc12,-11
COc1cccc(N2C(=O)N(c3ccccc3)C3CS(=O)(=O)CC32)c1 (stereo not drawn),9
COc1cccc(CN2[C@@H](CO)[C@H](c3ccccc3)C23CN(C(=O)C2CCCCC2)C3)c1,-2[25 µM]
CC1C(=O)N2CCCc3cc(S(=O)(=O)Nc4ccccc4C(N)=O)cc1c32 (stereo not drawn),-2
Cc1cccc(NC(=O)c2ccc(C3SCC(=O)N3CCc3ccccc3)cc2)c1 (stereo not drawn),-2
COc1ccc(CNC(=O)C2Cc3ccccc3CN2C(=O)c2ccco2)cc1 (stereo not drawn),5
CC(C)CCC(C)NC(=O)c1ccc2nccnc2c1 (stereo not drawn),-62
C[C@@H]1CN([C@@H](C)CO)C(=O)c2c(c3ccccc3n2C)-c2ccccc2CO[C@@H]1CN(C)C(=O)Nc1cccc(F)c1,16
Cc1cc(NC(=O)COC(=O)CNC(=O)c2cccs2)c([N+](=O)[O-])cc1C,0
O=C(C[C@@H]1CC[C@H]2[C@@H](COC[C@H](O)CN2S(=O)(=O)c2ccc(Cl)cc2)O1)NCCN1CCCCC1,-6
N#C[C@H]1[C@@H](c2ccc(C#Cc3ccccc3F)cc2)[C@H](CO)N1C(=O)c1cccnc1,3[25 µM]
Cc1ccn2c(NC3CCCC3)c(-c3ccsc3)nc2c1,-33
CC(C)NC(=O)Cn1cc(C#N)c2cc(Br)ccc21,5
COc1ccc(NC(=O)N2CCCCN3[C@H](C2)[C@H](c2ccc(C#Cc4ccccn4)cc2)[C@@H]3CO)cc1,-18[25 µM]
CCOC(=O)c1sc(NC(=O)CCC(=O)O)nc1C,6
Cc1cnc(C(=O)OCC(=O)Nc2ccc(Oc3ccccc3)cc2)cn1,-26
O=C(NCCCN1CCOCC1)c1cc2c(s1)-c1ccccc1OC2,-5
Cc1cc(NC(=O)CN2C(=O)c3ccccc3S2(=O)=O)no1,11
C/C=C/c1ccc(C2[C@H]3CNC[C@@H]2N3C(=O)Nc2ccc3c(c2)OCO3)cc1 (stereo partly drawn),-9&-17[25 µM]
CN(C)CCCNC(=O)C[C@H]1CC[C@@H]2[C@H](COC[C@@H](O)CN2Cc2cccc(C(F)(F)F)c2)O1,7[25 µM]
COc1ccccc1CNC(=O)C[C@@H]1C=C[C@H](NC(=O)CC2CC2)[C@H](CO)O1,4[25 µM]
CCN(CC)CCCn1c2c(c(SCC(=O)Nc3ccc4c(c3)OCO4)nc1=O)CCC2,2
COc1ccccc1/C=C/CN1CCCC(CCC(=O)NCc2ccccc2F)C1 (stereo not drawn),-1
O=C(NCc1ccccc1Cl)C1=CC=CN2CCS(=O)(=O)N=C12,0
COc1ccc(NS(=O)(=O)c2ccc(NN=Cc3ccc(C(=O)O)cc3)c([N+](=O)[O-])c2)cc1,1
COc1cccc(NC(=O)CN(C)CC(=O)Nc2ccc3c(c2)CCC3)c1,8
O=C1CCCCn2cc(nn2)COC[C@@H](Cc2ccccc2)N1,2[25 µM]
O=C(OCC(=O)c1ccc[nH]1)c1ccc(Cl)c(Cl)c1,-24
CC(C)(C)NC(=O)C(c1cccnc1)N(C(=O)c1csnn1)c1ccccc1 (stereo not drawn),10
COc1ccc2c3c(n(C)c2c1)[C@H](CO)N(Cc1ccc(Cl)cc1)CC31CCN(CC2CC2)CC1,16[25 µM]
O=C(CNC(=O)c1ccccc1F)NNC(=O)c1ccccc1O,10
CCOC(=O)CC1COCCN1Cc1cn[nH]c1-c1ccc2c(c1)OCO2 (stereo not drawn),7
O=C(c1snnc1-c1ccccc1)N1CCOCC1,18
O=C(Nc1ccc(S(=O)(=O)N2CCCC2)cc1)c1ccc(OCC2CCCO2)cc1 (stereo not drawn),24
O=C(C[C@@H]1C=C[C@@H](NC(=O)Cc2ccccn2)[C@@H](CO)O1)NCCc1ccncc1,3[25 µM]
C[C@@H]1CN([C@H](C)CO)C(=O)c2c(c3ccccc3n2C)-c2ccccc2CO[C@@H]1CN(C)C(=O)[C@@H](Cc1ccccc1)N(C)C,31[25 µM]

Four entries from above, set out differently.
SMILES: COc1ccccc1CNC(=O)C[C@@H]1C=C[C@H](NC(=O)CC2CC2)[C@H](CO)O1
  CD40 NFkB inh: 4[25 µM]
SMILES: CCN(CC)CCCn1c2c(c(SCC(=O)Nc3ccc4c(c3)OCO4)nc1=O)CCC2
  CD40 NFkB inh: 2
SMILES: COc1ccccc1/C=C/CN1CCCC(CCC(=O)NCc2ccccc2F)C1 (stereo not drawn)
  CD40 NFkB inh: -1
SMILES: O=C(NCc1ccccc1Cl)C1=CC=CN2CCS(=O)(=O)N=C12
  CD40 NFkB inh: 0

Following part
structure,CD40 NFkB inh
CCN(CC)C(=O)C1CCN(S(=O)(=O)c2ccc3oc4ccccc4c3c2)CC1,17
COCc1cc(=O)[nH]c(Nc2nc3ccccc3o2)n1,17
O=C(CNS(=O)(=O)c1ccc2c(c1)OCCCO2)N1CCN(c2ccc(F)cc2)CC1,4
COc1ccccc1-c1c(C(F)(F)F)oc2cc(OC(=O)c3ccc([N+](=O)[O-])cc3)ccc2c1=O,-10
C[C@@H]1CN([C@H](C)CO)C(=O)CCCn2cc(nn2)CO[C@H]1CN(C)C(=O)Nc1ccc(C(F)(F)F)cc1,3
c1cncc(CNc2ncn[nH]2)c1,-1
Cn1ncc(Cl)c1C(=O)NC1C2CC3CC(C2)CC1C3 (stereo not drawn),15
Cc1cc2n(n1)C(c1ccsc1)Nc1ccccc1-2 (stereo not drawn),3
CN(C)c1ccc(C(=O)C(O)c2ccccc2Cl)cc1 (stereo not drawn),16
COc1ccc(C#Cc2ccc3c(c2)[C@@H]2[C@@H](CCN2C(=O)C2CCC2)[C@H](CO)N3)cc1,7
O=C(O)C1C2C=CC(C2)C1C(=O)NC(c1ccccc1)c1ccccc1 (stereo not drawn),7
Cc1ccc(S(=O)(=O)N2CCOCC2)cc1C(=O)N1CCN(Cc2ccccc2)CC1,5
O=C(Nc1ccc(Oc2ccc(C(=O)O)c(C(=O)O)c2)cc1)c1cccs1,12
Cc1nn(CC(=O)NN)c(C)c1Br,3
O=C(C1CC1)N1CC[C@@H]2[C@H]1c1cc(Br)ccc1N[C@@H]2CO,-20[25 µM]
CC(=O)N1C[C@@H]2C(c3ccc(Br)cc3)[C@H](C1)N2C(C)=O (stereo partly drawn),-3&7
CCOC(=O)c1c(C)c[nH]c1C,3
CC(C)CCOc1ccc(C(=O)O)cc1,8
CN1CCN(Cc2c(C(=O)N3CCc4ccccc4C3)nc3ccc(Cl)cn23)CC1,7
O=C(CSc1nnnn1-c1ccc2c(c1)OCO2)NCc1ccccc1,21
COC(=O)CN(c1c(C)cccc1C)S(C)(=O)=O,8
CCOC(=O)c1[nH]c2ccc(OC)cc2c1C,-89
CS(=O)(=O)N1[C@@H](C#N)[C@H](c2ccc(C#CC3CC3)cc2)[C@@H]1CO,-5
CCOc1cc(C(=O)N(C)CC(=O)Nc2cccc(F)c2)ccc1OCC(=O)N1CCCCC1,-4
C1CCCN(c2nc3nonc3nc2N2CCCCCC2)CC1,0
O=C(C1CC2CCC1C2)N1CCN(Cc2ccc3c(c2)OCO3)CC1 (stereo not drawn),0
c1ccc(CSc2snnc2-c2ccccc2)cc1,-25
COc1ccc(-c2nc3ncccc3o2)cc1NC(=O)c1cccs1,3
C(=N\n1cnnc1)/c1ccc(N2CCOCC2)cc1,6
O=C1CC(C(=O)Nc2ccccc2)N=C(N2CCCCC2)N1 (stereo not drawn),3
COCC(=O)Nc1ccccc1NC(C)=O,11
CC(=O)N1[C@@H](CO)[C@@H](c2ccccc2)[C@@H]1CN(C(=O)c1cccc(F)c1)C(C)C,-4[25 µM]
Cc1ccc2c(CC(=O)OCC(=O)N(CC(C)C)c3c(N)n(Cc4ccccc4)c(=O)[nH]c3=O)coc2c1,0
O=C(C[C@@H]1C[C@@H]2c3cc(NC(=O)c4ccc5c(c4)OCO5)ccc3O[C@@H]2[C@H](CO)O1)NC1CCCCC1,-2[25 µM]
COCC(=O)N1[C@@H]2CN(C(=O)Nc3ccccc3Cl)c3ccccc3[C@@H]2[C@@H]1CO,-9[25 µM]
C/C=C/c1ccc([C@H]2[C@@H](CO)N(C(=O)NCCC)[C@@H]2CNC(=O)C2CCC2)cc1,0
CC1CCN(C(=O)c2cccc(S(=O)(=O)N3CCCc4ccccc43)c2)CC1,11
O=C(NC1CCC1)[C@H]1[C@H](CO)[C@H]2Cn3c(ccc(-c4cccc(F)c4)c3=O)[C@@H]1N2Cc1cocn1,-8
